Compound activity as filed in PubChem BioAssay.
MITF primary = human MITF inhibition, primary screen | actives 0.91% (n = 650,000) | AlphaScreen MITF homodimerization, bead proximity signal | inhibition, % at 2.6 µM | AID 1259374; in the data active means inhibition above about 50%;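 further: 0% = vehicle wells with protein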
Target sequence (O75030 whole entry, looked up): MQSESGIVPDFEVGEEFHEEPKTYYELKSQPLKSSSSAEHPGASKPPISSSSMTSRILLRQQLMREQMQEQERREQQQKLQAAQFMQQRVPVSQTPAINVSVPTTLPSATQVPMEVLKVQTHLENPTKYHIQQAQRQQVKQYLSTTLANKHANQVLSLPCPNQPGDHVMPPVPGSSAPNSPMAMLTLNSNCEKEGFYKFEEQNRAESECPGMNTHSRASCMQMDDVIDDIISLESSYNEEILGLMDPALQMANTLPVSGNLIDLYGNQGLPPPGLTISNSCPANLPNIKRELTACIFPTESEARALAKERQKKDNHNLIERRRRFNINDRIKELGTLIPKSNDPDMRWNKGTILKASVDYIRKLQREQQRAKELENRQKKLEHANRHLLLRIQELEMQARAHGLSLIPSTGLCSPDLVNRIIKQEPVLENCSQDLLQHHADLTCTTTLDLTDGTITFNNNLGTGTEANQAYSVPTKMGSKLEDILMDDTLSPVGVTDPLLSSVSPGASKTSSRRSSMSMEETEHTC
TEAD-YAP block = TEAD-YAP interaction inhibition. actives 1.4% (n = 640,000). HEK-TIYL cells, TEAD-Gal4/YAP UAS-luciferase luminescence. AID 1259422. inhibition, % at 9.12 µM; in the data active means inhibition above about 32%;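 further: 0% = median of test compound wells and 100% = reference inhibitor wells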
FBW7 act = activators of human E3 ligase FBW7; AlphaScreen FBW7–phospho-cyclin E peptide binding, activator screen; normalized activity (activation), % at 26.1 µM; actives 0.13% (n = 650,000); Q969H0; in the data active means normalized activity above about 1.9%;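 further: purified mutant Fbw7 with reduced substrate affinity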
GPR151 activ = activators of human GPR151 | actives 1% (n = 650,000) | PathHunter beta-arrestin GPR151 cells, luminescence | Q8TDV0 | activation, % at 11.2 µM | AID 1508602; in the data active means activation above about 4.9%;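 further: 0% = median of compound wells and 100% = cells with positive control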
Target sequence (Q8TDV0 whole entry, looked up): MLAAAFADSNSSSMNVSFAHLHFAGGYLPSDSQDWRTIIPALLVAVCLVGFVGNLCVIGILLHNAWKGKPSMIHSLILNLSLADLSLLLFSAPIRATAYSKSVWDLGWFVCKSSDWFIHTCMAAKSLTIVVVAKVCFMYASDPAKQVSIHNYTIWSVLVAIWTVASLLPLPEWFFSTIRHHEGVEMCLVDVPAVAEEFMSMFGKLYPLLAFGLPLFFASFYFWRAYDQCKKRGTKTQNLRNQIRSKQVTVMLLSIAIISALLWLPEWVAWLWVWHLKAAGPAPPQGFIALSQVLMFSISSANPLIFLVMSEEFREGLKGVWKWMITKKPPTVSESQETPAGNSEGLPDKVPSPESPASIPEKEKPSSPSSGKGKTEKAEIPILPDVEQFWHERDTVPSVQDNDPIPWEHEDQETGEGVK
* = called active by the depositor.

structure	MITF primary	TEAD-YAP block	FBW7 act	GPR151 activ
Cc1ccc(CCN2CC(C(=O)NCCCN3CCCC(C)C3)CC2=O)cc1 (stereo not given)	-18	-11	0.2	0.3
CCOC(=O)N1CCN(C(c2ccccc2F)c2sc3nc(C)nn3c2O)CC1 (stereo not given)	6	12	1.1	-1.2
COc1ccccc1CN=c1c([N+](=O)[O-])nn(-c2ccc3c(c2)OCCO3)n1O	26	-26	-0.3	-1.7
CCOc1ccc2nc(N3CCCC3C(=O)NCc3ccon3)nc(C)c2c1 (stereo not given)	10	-2	0.1	2.0
Cc1nc(C)c(CCNC(=O)c2ccc(F)c(F)c2)s1	-13	-5	-0.1	-0.3
Cc1nc(Cc2nnc(SC/C(O)=C(\C#N)c3nc4ccccc4[nH]3)o2)cs1	0	6	0.7	-0.8
CC(C)C(=O)N1C(=O)c2cccc3c(S(=O)(=O)N(C)C)ccc1c23	22	-6	0.5	0.7
COc1cc(OC)c(Nc2nc(-c3ccc(OC)c(OC)c3)no2)cc1Cl	-4	-25	0.0	2.8
CSc1cccc(NC(=O)COc2ccc(S(=O)(=O)Nc3ccc(F)cc3)cc2)c1	28	1	-0.1	-1.0
O=S(=O)(NCCc1csc(-c2cccnc2)n1)c1ccc(-c2ccccc2)cc1	-7	-6	1.1	-0.2
c1cncc(CNc2nc(Nc3ccncc3)nc3c2ncn3C2CCCCC2)c1	4	-5	0.0	1.7
CCN(CC)c1ccc(NC(=O)CN2C(=O)c3ccccc3C2=O)cc1	11	6	0.1	1.9
CCc1c(C)[nH]c(C(=O)OCc2ccccc2)c1C	10	-5	-0.1	2.0
O=C(CSc1nnc(CNc2ccc(F)cc2)o1)N1CCCCC1	3	-8	-0.1	-2.6
COC(=O)c1cccc(C(=O)N2CCC(c3[nH]ncc3-c3ccccc3)CC2)c1	12	10	0.0	0.2
CC1(C)CC(=O)C(C=Nc2ccc(NC3=C(C#N)C(=O)CC(C)(C)C3)cc2)=C(O)C1	16	-1	0.4	7.1*
NCCC(=O)N[C@@H](Cc1cnc[nH]1)C(=O)O	2	-1	0.0	-0.2
Cc1cccc(C)c1NC(=O)CN(c1cccc(C(F)(F)F)c1)S(=O)(=O)c1ccccc1	-2	-12	-0.1	-1.7
O=C(C1CC=CCC1)N1CCn2cnnc2C1 (stereo not given)	8	1	-0.1	-0.7
Cc1ccc(O)c(NC(=O)Cn2nc([N+](=O)[O-])c(Br)c2C)c1	-3	8	-0.1	2.5
c1cc2c(cc1Nc1nc3nonc3nc1N1CCOCC1)OCO2	7	13	0.0	-0.7
N#CC1=C2SCN(Cc3ccccc3)CN2C(=O)CC1c1cccc([N+](=O)[O-])c1 (stereo not given)	-7	0	-0.1	-0.2
CCOC(=O)c1sc(NC(=O)c2nn3c(c2Cl)NC(c2ccc(OC)c(OC)c2)CC3C(F)(F)F)c(C(=O)OCC)c1C (stereo not given)	7	1	-0.1	0.7
O=C(c1ccc(S(=O)(=O)N2CCCC2)cc1)n1nnc2ccccc21	5	7	0.0	-0.5
CCOC(=O)c1c(NC(=O)c2cc3ccccc3oc2=O)sc(C)c1CC	-16	2	-0.1	-0.5

Continuation.
structure	MITF primary	TEAD-YAP block	FBW7 act	GPR151 activ
CC1(C)CC(=O)C(N=Nc2cc([N+](=O)[O-])ccc2Br)=C(O)C1	-4	8	-0.1	-0.5
CCCCCn1c(SCc2cccc([N+](=O)[O-])c2)nc2cc(C(=O)NCc3ccccc3Cl)ccc2c1=O	-10	8	0.0	-0.7
COc1cccc(CN2CCN(C(=O)c3ccc(Cn4cccn4)o3)[C@@H](C)C2)c1	-11	3	-0.1	-0.4
CC(=O)N1CCN(c2ccccc2NC(=O)COc2ccccc2)CC1	23	1	0.5	-0.5
O=C(CN1C(=O)NC2(CCCc3ccccc32)C1=O)Nc1ccc(F)c(F)c1F (stereo not given)	11	11	0.1	1.8
O=[N+]([O-])c1cccc(/C=N/n2c(COc3ccccc3)n[nH]c2=S)c1	-14	3	-0.1	0.2
CCCCN(CCCC)CCCNC(=O)CC1Oc2ccccc2NC1=O (stereo not given)	4	14	-0.1	-0.4
CCC(Sc1nc(-c2cccs2)cc(C(F)(F)F)c1C#N)C(=O)Nc1cc(C)on1 (stereo not given)	17	-9	0.7	2.2
CCCn1c(=O)c(C(=O)Nn2c(CC)nc3ccccc3c2=O)c(O)c2ccccc21	13	2	0.1	-0.1
CC1CCCCN1C(=O)C1CCCN(S(=O)(=O)c2cccc3nsnc23)C1 (stereo not given)	25	-10	-0.1	0.9
CC(C)N(C1=C(C(=O)c2ccccc2)NS(=O)(=O)c2ccccc21)C(C)C	-5	-4	0.1	-1.4
c1ccc(CN2CCC(Nc3cc(Nc4ccc5c(c4)OCO5)ncn3)CC2)cc1	-5	2	-0.2	-2.4
CC(=O)N1CCN(Cc2ccc3c(c2)CN(C(=O)Cc2cccc(Cl)c2)CCO3)CC1	-6	-7	0.0	0.4
C=CCC(O)(CC=C)C(C)NC(=O)Cn1nnnc1CN(C)C(C)C (stereo not given)	6	-3	0.2	-0.4
O=c1oc2ccc(Br)cc2cc1-c1nnc(-c2ccccc2Br)o1	-3	-3	0.0	-0.5
COc1ccc(OC)c(C(C)NC(=S)NCC2CCCO2)c1 (stereo not given)	-14	5	-0.1	-0.7
Cc1ccc(C(=O)NCC(=O)OCC(=O)c2ccc3c(c2)NC(=O)CO3)cc1	4	5	0.1	-0.6
O=C(NCCc1ccccc1)/C(=C/c1ccccc1)NC(=O)c1ccccc1	6	-10	0.3	1.8
CC(=O)Nc1ccc(S(=O)(=O)Nc2c(Cl)cccc2Cl)cc1	-9	-4	0.0	0.6
CCOc1ccc(S(=O)(=O)Nc2ccc(Cl)c(Cl)c2)cc1	8	4	0.0	0.4
COc1ccccc1C(=O)CC(=O)C(F)(F)F	2	-9	0.0	-0.9
COCc1c(C(=O)OC)nnn1-c1nonc1N	-4	2	0.0	0.8
CCOc1ccc(-c2nnc(SCC(=O)N3CC(C)CC(C)C3)o2)cc1 (stereo not given)	12	-5	1.0	-0.1
CCN(CC)C1CCN(C(=O)c2cccc(OC3CCN(CC(C)(C)C)CC3)c2)C1 (stereo not given)	-6	-13	-0.1	1.4
N#CCSc1ccc2nnc(-c3ccncc3)n2n1	3	40*	-0.1	-0.8

Later entries:
Structure | MITF primary | TEAD-YAP block | FBW7 act | GPR151 activ
Cc1c(CCO)c(=O)nc2n1CCS2 | -8 | -5 | 0.0 | 1.1
CC(=O)N1CCc2cc(S(=O)(=O)C(C)CC(=O)Nc3ccc(C)c(C)c3)ccc21 (stereo not given) | 3 | 2 | -0.1 | 4.7
COc1ccccc1C1/C(=C(/O)c2ccc(F)cc2)C(=O)C(=O)N1CCCCCC(=O)O (stereo not given) | 0 | 5 | -0.1 | -0.7
CCN(CC)C(=O)c1sc(NC(=O)Cc2cccs2)c(C#N)c1C | -9 | -12 | -0.1 | 0.6
CCCCCC1C(=O)CCC1CC(=O)O (stereo not given) | -3 | -3 | 0.2 | 2.5
COc1ccccc1OCC(=O)N(Cc1ccccc1)C(C)(C)C | 13 | 3 | 0.2 | -0.9
COc1ccc(C(=O)Nc2cc(C)nn2C(C)C)cc1 | -15 | 0 | -0.2 | -0.2
COc1cc(C2C(C(=O)OCCc3ccccc3)=C(C)NC3=C2C(=O)CC(c2ccccc2)C3)ccc1O (stereo not given) | 3 | 3 | -0.1 | 1.9
CCOC(=O)c1sc2nc(CC(=O)OC)nc(NC3CCCCCC3)c2c1C | 5 | 5 | -0.1 | 1.7
COc1cccc(OC)c1CN1CCN(C2CCCC2)C(CCO)C1 (stereo not given) | 0 | -7 | -0.1 | 0.6
CCCCNC(=O)CCc1nc(-c2ccccc2F)no1 | 11 | 6 | 0.0 | 0.7
Cc1ccc(N(Cc2ccc(C(=O)Nc3ccc(S(=O)(=O)N4CCCCC4)cc3)cc2)S(C)(=O)=O)cc1C | 9 | 2 | 0.1 | 0.4

Part of the list above, set out differently:
CCN(CC)C(=O)c1sc(NC(=O)Cc2cccs2)c(C#N)c1C
  MITF primary: -9	TEAD-YAP block: -12	FBW7 act: -0.1	GPR151 activ: 0.6
CCCCCC1C(=O)CCC1CC(=O)O (stereo not given)
  MITF primary: -3	TEAD-YAP block: -3	FBW7 act: 0.2	GPR151 activ: 2.5
COc1ccccc1OCC(=O)N(Cc1ccccc1)C(C)(C)C
  MITF primary: 13	TEAD-YAP block: 3	FBW7 act: 0.2	GPR151 activ: -0.9
COc1ccc(C(=O)Nc2cc(C)nn2C(C)C)cc1
  MITF primary: -15	TEAD-YAP block: 0	FBW7 act: -0.2	GPR151 activ: -0.2

Further structures.
Structure | MITF primary | TEAD-YAP block | FBW7 act | GPR151 activ
COCCNC(=S)NC(=O)c1ccc(F)cc1 | 8 | 1 | 0.1 | 0.6
CC1CCc2c(sc(NC(=O)Nc3ccc([N+](=O)[O-])cc3)c2C#N)C1 (stereo not given) | 11 | 0 | 0.2 | -2.5
COc1ccc(-c2c(C)c3cc(OS(C)(=O)=O)ccc3oc2=O)cc1OC | 2 | -4 | 0.0 | 2.0
CCN(CC)c1ccc(C(=O)Nc2sc3c(c2C#N)CCC3)cc1 | 13 | -4 | 0.9 | -0.9
COCCNS(=O)(=O)c1ccc(S(=O)(=O)N2CCCCC2)cc1 | 6 | -7 | -0.1 | -0.5
CCOc1ccc(NC(=O)Nc2nnc(CC(=O)NCc3ccccc3)s2)cc1 | -7 | -10 | -0.1 | 0.7
CC(=O)c1ccc(NC(=O)CN(C)S(=O)(=O)c2ccc(C)cc2)cc1 | 0 | -11 | 0.0 | 2.4
Cn1c(=O)c2c(nc(NCc3ccc4c(c3)OCO4)n2Cc2ccccc2Br)n(C)c1=O | -8 | -6 | -0.4 | 1.7
CC1CC1C(=O)N(C)CC(=O)Nc1ccc(Cl)c(C(F)(F)F)c1 (stereo not given) | 7 | 15 | 0.4 | 0.3
Cc1ccc(OCC(=O)Nc2nnc(S(=O)(=O)N3CCCCC3)s2)cc1 | -3 | -2 | 0.0 | 0.4
CCN1CCN(c2ccc(NC(=O)COc3ccccc3)cc2)CC1 | -3 | -39 | 0.0 | -0.2
O=C(CSc1ccccn1)Nc1nc2ccc(Br)cc2s1 | -1 | -5 | 0.0 | 0.5

Of the compounds above, these have a COOH group:
Structure | MITF primary | TEAD-YAP block | FBW7 act | GPR151 activ
NCCC(=O)N[C@@H](Cc1cnc[nH]1)C(=O)O | 2 | -1 | 0.0 | -0.2
COc1ccccc1C1/C(=C(/O)c2ccc(F)cc2)C(=O)C(=O)N1CCCCCC(=O)O (stereo not given) | 0 | 5 | -0.1 | -0.7
CCCCCC1C(=O)CCC1CC(=O)O (stereo not given) | -3 | -3 | 0.2 | 2.5

(continued)
Structure | MITF primary | TEAD-YAP block | FBW7 act | GPR151 activ
Cc1no[n+]([O-])c1COc1ccc(C=C2C(=O)NC(=S)NC2=O)cc1 | 0 | 13 | 0.1 | 2.2
Nc1ccccc1C(=O)N/N=C/c1ccc(-c2ccc(Br)cc2[N+](=O)[O-])o1 | 13 | -38 | -0.3 | 0.0
O=C(COc1ccc(Cl)cc1)Nc1ccc(F)c(F)c1 | 0 | -22 | 0.3 | 0.1
CC(C)OCCCNC(=O)C(=O)NCc1ccccc1 | -15 | -9 | 0.1 | -0.4
O=[N+]([O-])c1ccccc1S(=O)(=O)NCCSc1nc2ccccc2s1 | 10 | -5 | -0.1 | 0.5
CCOc1ccccc1CN1CCN(C2CCOCC2)CC1CCO (stereo not given) | 5 | -6 | 0.3 | -2.3
Cc1cc(NC(=O)N2CCC(CN3CCOCC3)CC2)ccc1Br | 13 | -14 | 0.2 | 4.2
Cn1c(NCCCN2CCOCC2)nc2c1c(=O)n(Cc1ccccc1)c(=O)n2C | 9 | 12 | -0.2 | 0.5
COc1cccc(C(=O)Nc2nc3c(OC)ccc(C)c3s2)c1OC | 18 | -24 | -0.3 | 0.8
COc1ccc(CNC(=S)NCc2ccco2)cc1 | -3 | -4 | -0.1 | 0.2
COC(=O)c1ccc(OCC2c3cc(OC)c(OC)cc3CCN2C(=O)COc2ccccc2)cc1 (stereo not given) | 19 | 1 | 0.2 | -0.1
CC(=O)c1cccc(N(CC(=O)N2CCCCC2)S(C)(=O)=O)c1 | -14 | -1 | -0.1 | -2.2

Additional results.
Structure | MITF primary | TEAD-YAP block | FBW7 act | GPR151 activ
COc1cccc(OC)c1C(=O)NCC12CC3CC(C1)CC(CNC(=O)c1c(OC)cccc1OC)(C3)C2 | -4 | 1 | -0.1 | 0.6
O=C(CSc1ccsc1[N+](=O)[O-])N1CCN(Cc2ccccc2)CC1 | 2 | -2 | 0.0 | -0.9
COc1ccc(C(=O)NNC(=O)C(C)C)cc1 | 13 | -2 | 0.2 | 0.1
O=C(O)c1cc(S(=O)(=O)N2CCCCC2)ccc1Cl | 8 | 1 | 0.0 | -0.5
